Fam108B counter: blocks mouse Fam108B hydrolase in RBBP9 counter-screen; recombinant Fam108B, FP-Rh probe fluorescence polarization; inhibition, % at 9.51 µM; actives 0.33% (n = 300,000);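 active = inhibition above the screen mean inhibition plus 3 SD, computed separately per campaign, cut at about 18% in these data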;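 also: inhibitors lower polarization as less probe binds the enzyme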
GLD-1 RNA inh: GLD-1-TGE RNA interaction inhibition (C. elegans). Q17339. purified GLD-1 + fluorescein TGE RNA, fluorescence polarization. inhibition, % at 5.96 µM. actives 0.44% (n = 320,000). AID 2280;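 active = percent inhibition above a per-plate cutoff, the plate mean of test compounds plus 3 SD, cut at about 30% in these data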;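 also: 0% = DMSO wells with GLD-1 and probe and 100% = wells lacking GLD-1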
BCLXL inh: inhibitors of human Bcl-xL; Q07817; GST-Bcl-xL / FITC-Bim BH3 peptide fluorescence polarization; inhibition, % at 10.9 µM; actives 0.7% (n = 320,000);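 active = inhibition above the mean of all tested compounds plus 3 SD, cutoff set per campaign, cut at about 30% in these data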;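 also: 0% = DMSO wells and 100% = unlabeled Bim-BH3 peptide competitor; inhibitors lower millipolarization by displacing the labeled peptide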
pPAFAH FP inh: inhibitors of human plasma PAF acetylhydrolase (pPAFAH); Q13093; recombinant pPAFAH, FP-rhodamine probe fluorescence polarization; inhibition, % at 3.39 µM; actives 1.5% (n = 330,000);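 active = inhibition above the mean inhibition across the screen plus 3 SD, cut at about 25% in these data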;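 also: inhibitors block binding of the rhodamine activity-based probe so polarization drops; 0% = enzyme with DMSO and 100% = wells lacking pPAFAH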
Target sequence (Q13093 whole entry, looked up): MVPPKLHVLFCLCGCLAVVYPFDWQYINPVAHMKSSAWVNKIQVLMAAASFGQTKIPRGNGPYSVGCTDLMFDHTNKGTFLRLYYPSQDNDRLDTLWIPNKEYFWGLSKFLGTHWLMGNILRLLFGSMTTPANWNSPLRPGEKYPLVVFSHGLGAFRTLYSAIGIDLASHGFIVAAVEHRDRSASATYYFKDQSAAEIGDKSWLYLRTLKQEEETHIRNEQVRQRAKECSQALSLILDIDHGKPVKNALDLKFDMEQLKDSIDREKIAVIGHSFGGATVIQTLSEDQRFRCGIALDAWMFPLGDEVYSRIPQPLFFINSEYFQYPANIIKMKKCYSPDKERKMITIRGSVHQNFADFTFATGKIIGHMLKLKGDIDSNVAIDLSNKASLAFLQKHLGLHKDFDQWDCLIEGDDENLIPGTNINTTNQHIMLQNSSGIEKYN
PAFAH1B2 inh: PAFAH1B2 (human) inhibition; P68402; recombinant PAFAH1B2, FP-rhodamine activity probe, fluorescence polarization; inhibition, % at 3.39 µM; actives 1.2% (n = 340,000); AID 492953;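 active = inhibition above the mean of all tested compounds plus 3 SD, cut at about 24% in these data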;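 also: 0% = enzyme with DMSO and 100% = wells lacking PAFAH1B2; many of its hits are not listed in these tables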
PME-1 primary: blocks human protein phosphatase methylesterase 1 | Q9Y570 | recombinant PME-1, FP-Rh probe fluorescence polarization | inhibition, % at 5.9 µM | actives 0.53% (n = 320,000) | AID 2130;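 active = inhibition above the campaign mean of all compounds plus 3 SD, cut at about 26% in these data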;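 also: competitive labeling of PME-1 active site by serine hydrolase directed probe; 0% = PME-1 with DMSO and 100% = wells lacking PME-1 enzyme; inhibitors block probe labeling so polarization falls and inhibition rises; many of its hits are not listed in these tables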
AHR act: activators of human aryl hydrocarbon receptor. P35869. AHR-responsive luciferase reporter cells, luminescence. activation, % at 5 µM. actives 2.5% (n = 320,000). AID 2796; in the data active = activation above about 47%;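 also: 0% = vehicle wells and 100% = reference agonist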
MEX-5 binding: C. elegans MEX-5 TCR-2 RNA binding activity | Q9XUB2 | MEX-5/FITC-TCR2 RNA binding, fluorescence polarization; active compounds read low | activity score (negative = inhibition of binding), % at 10 µM | actives 0.38% (n = 300,000) | AID 1832;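 active = inhibition past about -25% in most replicates, and total fluorescence under double the plate's negative control median, limit read from the data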;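 also: 0% = DMSO and -100% = 5 µM competing unlabeled TCR2 RNA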
Target sequence (Q9XUB2 whole entry, looked up): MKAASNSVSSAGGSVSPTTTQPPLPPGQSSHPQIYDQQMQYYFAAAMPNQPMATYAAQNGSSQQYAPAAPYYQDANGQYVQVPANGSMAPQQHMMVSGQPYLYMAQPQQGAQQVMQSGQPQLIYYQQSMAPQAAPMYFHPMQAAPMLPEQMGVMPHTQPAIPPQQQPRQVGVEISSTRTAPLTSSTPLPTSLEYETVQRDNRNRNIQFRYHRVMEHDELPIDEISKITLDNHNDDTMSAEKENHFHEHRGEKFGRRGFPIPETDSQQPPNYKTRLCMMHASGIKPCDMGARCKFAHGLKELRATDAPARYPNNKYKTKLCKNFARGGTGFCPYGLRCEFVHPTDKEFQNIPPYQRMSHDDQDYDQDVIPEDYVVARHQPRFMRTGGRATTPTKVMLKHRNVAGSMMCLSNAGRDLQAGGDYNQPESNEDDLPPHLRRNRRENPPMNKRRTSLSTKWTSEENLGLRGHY
MCL1 BIM primary: disrupts human MCL1 binding to BIM-BH3 peptide. inhibition, % at 10.9 µM. Q07820. actives 0.68% (n = 320,000). AID 2057. GST-MCL1 / FITC-Bim-BH3 fluorescence polarization;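 active = inhibition above the mean inhibition of all tested compounds plus 3 SD, set per campaign, cut at about 40% in these data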;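 also: 0% = DMSO wells and 100% = unlabeled Bim-BH3 peptide control; higher means more loss of mP so more displacement of Bim peptide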
* marks the source's active call; other numbers are inactive results; . = no result given.

SMILES	Fam108B counter	GLD-1 RNA inh	BCLXL inh	pPAFAH FP inh	PAFAH1B2 inh	PME-1 primary	AHR act	MEX-5 binding	MCL1 BIM primary
O=C(NC(=S)N1CCN(c2ccc([N+](=O)[O-])cc2)CC1)c1ccccc1Cl	-2	-1	3	2	-1	-4	2	-8.7	2
COCC(C)n1c(=O)sc2ccccc2c1=O (stereo unspecified)	-4	0	1	-10	7	-5	0	3.8	8
COC(=O)c1ccc(CN2CCC(n3nccc3NC(=O)C3CCCC3)CC2)cc1	0	2	2	-1	9	-3	2	-1.5	-2
CCOC(=O)Cn1c(S(=O)(=O)Cc2ccc(F)cc2)nc(-c2ccccc2)c1-c1ccccc1	4	1	0	4	4	4	-1	3.1	5
O=C(NCCc1c[nH]c2ccccc12)/C(=C/c1cccnc1)NC(=O)c1cccs1	-5	7	2	4	1	1	9	1.4	1
COc1ccc2cc1Oc1ccc(cc1)C[C@H]1c3cc(c(OC)cc3CCN1C)Oc1c(OC)c(OC)cc3c1[C@@H](C2)N(C)CC3	.	2	0	5	2	5	-1	.	6
CCOC(=O)C1=C(COC(=O)COc2ccccc2C#N)NC(=O)NC1C (stereo unspecified)	-2	1	-4	1	2	-3	6	0.7	-17
COc1cccc(-c2nc3ccccc3s2)c1	0	10	6	4	2	1	68*	1.3	2
O=C(CSc1ccc2nnc(CCNC(=O)c3ccccc3)n2n1)NC1CCCC1	5	-3	-2	1	6	3	-3	2.1	-5
COc1ccc(CNC(=O)C2CCCN2S(=O)(=O)c2ccc(S(=O)(=O)N(C)C)cc2)cc1 (stereo unspecified)	2	4	5	0	-3	-7	4	-1.0	5
Nc1n[nH]c2c1C1(CCCCC1)Cc1ccccc1-2	2	-11	0	-1	32*	-3	6	0.8	4
Cc1cc(=O)oc2cc(NC(=O)c3cccc(F)c3)ccc12	0	2	5	-2	0	10	-1	1.3	2
CCCCOC(=O)c1ccc(NC(=S)N2CCN(c3ncc4c(=O)c(C(=O)O)cn(CC)c4n3)CC2)cc1	1	-2	3	-1	-7	-5	-1	1.1	0
Cc1nnc(SCC(=O)Nc2ccccc2)c2ccccc12	0	1	8	-3	2	-8	-1	3.9	8
CCOC(=O)c1c(C)[nH]c(C)c1C(=O)CSc1nnc(-c2ccco2)n1Cc1ccccc1	5	-1	-7	3	4	10	10	1.6	-7
COc1ccccc1CCC(=O)Nc1cc(S(=O)(=O)N2CCOCC2)ccc1N1CCCC1	0	-2	3	-2	-1	0	-4	-1.6	1
C=C1C[C@H](O)[C@@H]2[C@H](OC(=O)[C@H]2C)[C@H]2[C@H](C)[C@@H](O)C[C@@H]12	.	-2	-1	2	3	0	1	.	3
O=C(NCCC1=CCCCC1)C1CCC(CNS(=O)(=O)c2ccccc2)CC1 (stereo unspecified)	3	-2	-1	5	6	3	0	0.0	0
COC(=O)CC(NS(=O)(=O)c1cccs1)c1cccc2ccccc12 (stereo unspecified)	7	6	-1	6	4	0	2	-0.2	-4
COc1ccc(/C=C2\CCCc3c2nc2ccccc2c3C(=O)OCC(=O)c2c(N)n(C)c(=O)n(C)c2=O)cc1	-23	101*	41*	8	.	-13	19	-0.5	39
COc1ccccc1NC(=O)CCC(=O)O	-1	5	3	7	2	-1	-1	2.4	5
CC(Oc1cccc(NC(=O)c2cccs2)c1)C(=O)c1ccccc1 (stereo unspecified)	-4	5	-2	-3	-5	-13	5	1.9	-4
CC(=O)n1nc(-c2cccc(C)c2)nc1SCC(=O)Nc1ccccc1	-3	6	-3	2	-2	-7	3	-0.7	-11
CC1CC(=O)c2cnc(NCc3ccco3)nc2C1 (stereo unspecified)	7	2	6	-3	-1	-4	4	0.2	7
CCOC(=O)c1ccc(-c2c(-c3ccc4c(c3)OCO4)noc2C)cc1F	-3	1	3	7	0	-3	4	1.7	3
COc1ccc(N(CC(=O)N/N=C/c2ccc(OC)c(OC)c2)S(=O)(=O)c2ccccc2)cc1	-2	3	7	2	3	-1	10	-0.5	3
Cc1cccc(OCCCC(=O)Nc2ccc(S(N)(=O)=O)cc2)c1C	0	7	3	2	4	-5	-1	-0.3	2
CN(C(=O)CSc1nnc(-c2cccnc2)n1-c1ccccc1F)C1CCS(=O)(=O)C1 (stereo unspecified)	-3	7	-5	6	-1	-4	1	-2.1	0
NC(=O)CSc1nnc(Cc2ccc3c(c2)OCO3)o1	6	8	4	5	6	-3	1	1.3	0
COc1ccc(NC(=O)c2cccnc2SC)cc1S(=O)(=O)N1CCCCC1	-3	-8	-3	1	-4	2	6	-2.5	-14
CN(C)CCOc1cccc(Cl)c1	1	1	4	3	1	-2	1	-1.7	10
O=C(O)/C(=C\c1cccc(F)c1)c1ccc(S(=O)(=O)N2CCCC2)s1	.	0	-2	-4	1	0	1	.	3
C[C@H](CO)N1C[C@H](C)[C@@H](CN(C)C(=O)NC2CCCCC2)Oc2c(NC(=O)C3CCCCC3)cccc2C1=O	.	-4	.	3	2	.	1	.	.
CC1(C)CC(=O)N(Cc2ccccc2)C(=O)C1	2	7	-2	-3	-2	-8	0	-0.7	3
O=C(Cn1[nH]c(=O)c2ccccc2c1=O)Nc1ccc(-c2nnc3n2CCCCC3)cc1	-4	-1	3	0	2	-2	-2	-0.9	-1
CCC1(C)Cc2ccccc2-c2nc(NN)[nH]c(=O)c21 (stereo unspecified)	-3	2	3	-6	-3	0	6	-0.5	7

In another format: results already given.
Below each SMILES – Fam108B counter	GLD-1 RNA inh	BCLXL inh	pPAFAH FP inh	PAFAH1B2 inh	PME-1 primary	AHR act	MEX-5 binding	MCL1 BIM primary
C=C1C[C@H](O)[C@@H]2[C@H](OC(=O)[C@H]2C)[C@H]2[C@H](C)[C@@H](O)C[C@@H]12
  .	-2	-1	2	3	0	1	.	3
CCOC(=O)c1ccc(-c2c(-c3ccc4c(c3)OCO4)noc2C)cc1F
  -3	1	3	7	0	-3	4	1.7	3
Cc1nnc(SCC(=O)Nc2ccccc2)c2ccccc12
  0	1	8	-3	2	-8	-1	3.9	8

The list continues.
SMILES	Fam108B counter	GLD-1 RNA inh	BCLXL inh	pPAFAH FP inh	PAFAH1B2 inh	PME-1 primary	AHR act	MEX-5 binding	MCL1 BIM primary
CCN(C[C@H]1N[C@@](CC)(C(=O)OC)[C@H]2C(=O)N(C)C(=O)[C@@H]12)C(=O)Nc1ccc(F)cc1	.	1	.	-1	4	.	1	.	.
O=C1CN(C(=O)COC(=O)c2ccccc2Br)c2ccccc2N1	.	1	0	-2	3	-6	2	.	-3
CS(=O)(=O)N1CCC(C(=O)N2CCc3ccccc3C2)CC1	-2	-1	1	2	2	4	0	3.6	6
CCOC(=O)c1ccc(NC(=O)c2ccccc2N(C)S(=O)(=O)c2ccccc2)cc1	0	1	3	-4	-5	-6	7	0.8	1
COc1ccc(COC(=O)Nc2cn(C)nc2C(F)(F)F)cc1	-2	4	-2	3	2	3	-2	-0.9	-4
COc1ccc(-n2c(COc3cccc(C)c3)nnc2SCC(=O)NCc2ccco2)cc1	4	4	-2	11	5	-4	0	-0.5	2
O=C(CN1CCCSc2ccccc21)N1CCN(S(=O)(=O)c2cccc(F)c2)CC1	.	5	-2	-1	16	11	1	.	-3
Cc1ccc(C(=O)NCCCNC(=O)c2ccccn2)cc1	1	-3	-5	3	8	-2	2	-0.7	-7
CCn1c(SCC(=O)Nc2ccccc2N2CCCCC2)nc2c1c(=O)n(C)c(=O)n2C	0	-2	4	-5	4	4	0	2.6	4
CCn1c(SCC(=O)N2CCCC2)nc2c(c1=O)SCC2	3	-2	6	-3	2	5	1	1.0	3
COc1ccccc1Cn1c(=O)oc2ccc(C)cc21	-2	-2	4	5	3	4	2	-1.9	7
CC(=O)NS(=O)(=O)c1ccc2c(c1)C(=O)c1cc(S(=O)(=O)NC(C)=O)ccc1-2	3	-3	5	-3	2	-8	3	1.1	1

4 of the compounds above, as labelled records.
CCN(C[C@H]1N[C@@](CC)(C(=O)OC)[C@H]2C(=O)N(C)C(=O)[C@@H]12)C(=O)Nc1ccc(F)cc1
  Fam108B counter: .	GLD-1 RNA inh: 1	BCLXL inh: .	pPAFAH FP inh: -1	PAFAH1B2 inh: 4	PME-1 primary: .	AHR act: 1	MEX-5 binding: .	MCL1 BIM primary: .
CS(=O)(=O)N1CCC(C(=O)N2CCc3ccccc3C2)CC1
  Fam108B counter: -2	GLD-1 RNA inh: -1	BCLXL inh: 1	pPAFAH FP inh: 2	PAFAH1B2 inh: 2	PME-1 primary: 4	AHR act: 0	MEX-5 binding: 3.6	MCL1 BIM primary: 6
COc1ccc(-n2c(COc3cccc(C)c3)nnc2SCC(=O)NCc2ccco2)cc1
  Fam108B counter: 4	GLD-1 RNA inh: 4	BCLXL inh: -2	pPAFAH FP inh: 11	PAFAH1B2 inh: 5	PME-1 primary: -4	AHR act: 0	MEX-5 binding: -0.5	MCL1 BIM primary: 2
COc1ccc(COC(=O)Nc2cn(C)nc2C(F)(F)F)cc1
  Fam108B counter: -2	GLD-1 RNA inh: 4	BCLXL inh: -2	pPAFAH FP inh: 3	PAFAH1B2 inh: 2	PME-1 primary: 3	AHR act: -2	MEX-5 binding: -0.9	MCL1 BIM primary: -4

(next part)
SMILES	Fam108B counter	GLD-1 RNA inh	BCLXL inh	pPAFAH FP inh	PAFAH1B2 inh	PME-1 primary	AHR act	MEX-5 binding	MCL1 BIM primary
CN(C)S(=O)(=O)c1cccc(NC(=O)COC(=O)c2cccc(S(=O)(=O)N3CCc4ccccc4C3)c2)c1	-22	4	5	6	-5	-23	-2	0.1	-15
COC(=O)C1=C(C)N(c2ccc(C(=O)OC)cc2)C(=O)C1	0	6	5	7	5	6	0	-0.9	1
O=C(NNC1CC(=O)N(c2ccc3c(c2)OCCO3)C1=O)c1ccc(Cl)cc1 (stereo unspecified)	-3	-2	0	5	2	5	1	2.4	-3
CC1(NC(=O)Cc2c(F)cccc2Cl)CCS(=O)(=O)C1 (stereo unspecified)	.	20	.	1	2	.	1	.	.
COc1ccc(OC)c(NS(=O)(=O)c2cccc3cccnc23)c1	2	7	5	2	3	10	24	0.9	6
CCCCC(=O)Nc1cccn2ncnc12	1	6	3	2	2	-4	-1	2.3	1

High-throughput results: PubChem BioAssay, several laboratories

Only part of the results is shown, so the mix of outcomes need not match the whole.
